Yfh1-depleted yeast: enhancers of respiration in Yfh1-depleted yeast, dose response, Friedreich's ataxia, plus single-dose screen (AID 1465); S. cerevisiae Yfh1-off respiration, WST-1 reduction, 72 h; higher fold induction means a stronger effect; one-dose fold induction at 50 µM; EC50 in µM for titrated hits; 220,000 tested, 0.074% active;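 active = fold induction of absorbance versus untreated yeast above a set limit, then at least 30% activation at any dose in follow-up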;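 note: activators that raise dye reduction in frataxin-depleted yeast; strong numbers were not always called active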
WT yeast gro inh: growth inhibition of WT yeast, mitochondrial fusion screen; mitochondrial fusion phenotypic screen, WT strain; inhibition, % at 10 µM; 190,000 tested, 2.1% active; AID 1362; in the data active = inhibition above about 58%; tested in S. cerevisiae
PMI inhibitors: MPI enzyme activity inhibition – biochemical, fluorescence intensity, coupled assay, primary screen (AID 1209) | purified PMI enzyme, coupled fluorescence intensity; higher % means a stronger effect | inhibition, % at 20 µM, or IC50 in µM where a hit was titrated | 190,000 tested, 0.42% active;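 note: plate controls were DMSO vehicle for no effect and wells lacking substrate for full effect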
bCat nuc transl: alters nuclear translocation of beta-catenin in HeLa cells; immunofluorescence imaging; nuclear translocation activity, % at 5 µM; 190,000 tested, 0.3% active;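 active = nuclear translocation activity above 50% at 5 µM, with a well cell count of 50 or more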;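 note: per-cell ratio of nuclear to cytoplasmic median beta-catenin stain intensity; plate controls were DMSO negative control for no effect and GSK-3 inhibitor IX positive control for full effect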
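test system = HeLa cells, endogenous beta-catenin | dosing = single 5 µM dose plus 0.02–20 µM confirmation series | times = compound treatment 24 h, 37°C, 5% CO2 | technique = beta-catenin immunofluorescence imaging with DAPI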
Ins promoter up: MIN6 insulin promoter up-regulation. 190,000 tested, 0.3% active. AID 1625. z-score at 5 µM. MIN6 insulin promoter-GFP reporter, high-content imaging; active compounds read high;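 active = z-score above 3 at 5 µM with at least 500 cells counted in the well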
Dynein transport: blocks dynein driven cargo transport along microtubules; AID 1381; z-score, hits read low; 220,000 tested, 0.47% active; 3617.4 mouse cells, GR-EGFP nuclear translocation imaging; test concentration mostly 20 µM; stimulated with dexamethasone, 1 µM; active compounds read low;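 active = plate z-score of nuclear minus cytoplasmic receptor signal below a set negative limit, without overly bright fluorescence or cell loss, cut at about -3.5 in these data, passing the limit was not always enough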;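 note: z-score of nuclear minus cytoplasmic ring GR-EGFP intensity difference per well; some compounds called inactive have numbers as strong as hits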
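Buffer or medium: Induction medium lacking tetracycline, stripped serum | Also added: Dexamethasone agonist, 1.0 µM final, for 30 min | Timing: 48 h induction, 1 h compound, 30 min dex at 37 °C | Detection: Formaldehyde fixation, Hoechst nuclear stain, 10x automated fluorescence imaging | Measure: Nuclear versus cytoplasmic GR-EGFP signal, averaged per well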
human PMI inhibitors: MPI inhibition at elevated mannose 6-phosphate – biochemical, fluorescence intensity, high mannose 6-phosphate, primary screen (AID 1220); recombinant PMI enzyme, coupled fluorescence intensity; higher % means a stronger effect; inhibition, % at 20 µM, or IC50 in µM where a hit was titrated; 190,000 tested, 0.66% active
MT stabilize HCS: microtubule stabilization, imaging screen | 200,000 tested, 0.83% active | % tubulin-high responders, % at 10 µM | HeLa tubulin immunostaining HCS, 24 h; share of cells brighter than vehicle mean+2SD;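 active = plate Z-score above 3 for both tubulin-high and condensed-nucleus cell shares, with cell loss under 80%, at 10 µM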;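 note: anti alpha tubulin signal scored within the nucleus-defined area of each cell; some results filed as inactive read as strong as hits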
Autophagy HCS: alters autophagy in cells; 190,000 tested, 0.98% active; MEF GFP-LC3 puncta imaging; test concentration mostly 10 µM; calls only at 10 µM (by protocol); AID 463193;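 active = percentage of spot-positive cells more than 3 SD above its plate mean, without a fluorescence outlier flag or 80% toxicity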;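 note: spot-positive cell cutoff set from DMSO-treated cells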
WT yeast gro inh mutant strain: recorded beside WT yeast gro inh, whose call it bears; inhibition, %; mitochondrial fusion phenotypic screen, mutant strain inhibition
Dynein transport cytoplasmic EGFP: also measured in Dynein transport; calls as there; z-score; measured here: cytoplasmic GR-EGFP intensity; active compounds read high
Dynein transport nuclear GR-EGFP: also measured in Dynein transport; calls as there; z-score; measured here: nuclear GR-EGFP intensity;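 lower value marks the stronger effect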
Dynein transport cell count: recorded beside Dynein transport, whose call it bears; z-score; measured here: cell count per field
Ins promoter up cell count: second read-out of Ins promoter up, no call of its own (marks repeat the call); cell count; measured here: cytotoxicity, nuclei count;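 total cells summed across four imaged fields per well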
bCat nuc transl cell count 5 µM: also measured in bCat nuc transl; calls as there; cell count; measured here: cell count, cytotoxicity flag
MT stabilize HCS Hoechst-high %: recorded beside MT stabilize HCS, whose call it bears; % Hoechst-high responders; measured here: nuclear condensation Hoechst responders;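 share of cells brighter than vehicle mean plus two SD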
MT stabilize HCS cytotoxicity %: recorded beside MT stabilize HCS, whose call it bears; toxicity, %; measured here: cytotoxicity by cell density;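 0% = mean cell density of plate MIN control wells and 100% = no cells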
Autophagy HCS cell loss 18 h: further read-out of Autophagy HCS, marked with its call; toxicity, %; measured here: cell loss, nuclei count;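 cell loss after 18 h compound exposure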
Starred values were filed as active, the others as inactive; i = inactive; . = not tested or not shown; + = active, no number. Cut-off read from the data, not from the text of the source, unless noted: active = inhibition above about 50%; inactive = the rest.

SMILES	Yfh1-depleted yeast	WT yeast gro inh	WT yeast gro inh mutant strain	PMI inhibitors	bCat nuc transl	bCat nuc transl cell count 5 µM	Ins promoter up	Ins promoter up cell count	Dynein transport	Dynein transport cytoplasmic EGFP	Dynein transport nuclear GR-EGFP	Dynein transport cell count	human PMI inhibitors	MT stabilize HCS	MT stabilize HCS Hoechst-high %	MT stabilize HCS cytotoxicity %	Autophagy HCS	Autophagy HCS cell loss 18 h
C=CCNC(=O)C1CC(=O)N(c2ccc(OCC(=O)Nc3ccc(C)cc3)cc2)C1 (stereo unspecified)	i	13	-1	-5%	-1.8	1340	-0.95	1659	0.096	-0.43	0.024	0.27	-7%	2.9	2.2	6.0	i	2
Cc1cccc(OCC(=O)NC(C)C(=O)N/N=C/c2c(OCc3ccccc3)ccc3ccccc23)c1 (stereo unspecified)	i	5	-10	-2%	-2.8	1083	.	.	-0.49	-0.2	-0.28	1.2	4%	7.4	10	8.3	i	6
CC(C)CCNC(=O)C(=O)Nc1ccccc1	i	5	6	-1%	1.9	1061	0.27	1265	-0.17	-0.35	-0.069	0.94	-5%	4.6	2.4	2.7	i	2
COc1ccc(C(CCN2CCCCC2)c2c(OC)cc(OC)c3c(-c4ccccc4)cc(=O)oc23)cc1 (stereo unspecified)	i	.	.	.	-2.6	1070	-1.1	739	-3.1	1.1	-1.4	-4.2	.	.	.	.	.	.
O=C1CC(c2ccc(F)cc2)Sc2nc(-c3ccccc3)c(-c3ccccc3)n21 (stereo unspecified)	i	4	-11	-18%	-3.8	591	0.02	1332	-1.1	-0.25	-0.011	0.23	-13%	3.2	0.8	14	i	2
O=C(O)c1ccc2c(c1Sc1ccccc1)C(=O)c1ccccc1C2=O	i	.	.	.	-3.3	1117	-0.62	1421	-0.37	-0.14	-0.24	0.36	.	.	.	.	.	.
COCCn1c(SCC(=O)NCc2ccco2)nc2cccnc21	i	-2	-5	-6%	-4.2	1011	0.45	1458	-0.58	-0.2	-0.43	0.92	1%	2.7	1.4	8.4	i	-6
c1ccc(C2c3c(ccc4ccccc34)Oc3ncn4nc(-c5ccco5)nc4c32)cc1 (stereo unspecified)	i	17	-4	14%	-0.9	991	.	.	0.43	-0.22	0.36	-0.41	7%	12*	27*	19*	i	-9
CNc1nc(SCc2ccc(C)cc2)nc2c1CCCC2	i	67*	66*	15%	0.9	1539	-0.02	1484	0.03	-0.21	-0.0012	0.066	16%	1.8	1.8	8.7	i	6
O=C(CN(Cc1ccco1)C(=O)CCC(=O)Nc1ccccn1)NCCc1ccccc1	i	-7	-8	8%	-0.1	1141	.	.	1.2	-0.35	0.33	0.13	7%	2.1	1.8	9.8	i	2
CC(C)(C)Sc1ccc([N+](=O)[O-])cc1C(=O)Nc1ccncc1	i	.	.	.	0.0	1294	-0.24	1072	-0.21	-0.3	-0.18	0.75	.	.	.	.	.	.
O=C(CSc1nnc(-c2ccccc2)o1)NC1CCCCC1	i	9	12	3%	.	.	-0.33	1267	2.5	-0.19	1.7	-1.8	1%	1.5	1.3	6.4	i	2
CCCCCC(=O)NC(NC(=S)Nc1ccc(S(N)(=O)=O)cc1)C(Cl)(Cl)Cl (stereo unspecified)	i	-21	-3	7%	1.3	1425	-0.32	1595	-1.1	-0.17	-0.53	1.2	2%	1.1	2.0	12	i	7
O=C(NCc1ccc[n+](CCCCS(=O)(=O)[O-])c1)c1ccc(OC(F)F)cc1	i	1	-10	-16%	-4.0	1107	0.04	1282	-0.51	-0.34	0.24	0.74	-2%	3.6	2.7	7.1	i	8
COc1ccc(CNC(=O)C2CSC(=O)C2)cc1 (stereo unspecified)	i	-14	2	-35%	.	.	.	.	0.43	-0.18	0.35	-0.047	-75%	6.7	2.7	0.9	i	-7
Nc1ccn([C@@H]2O[C@H](CO)[C@@H](O)C2O)c(=O)n1 (stereo partly specified)	i	-3	14	1%	-6.6	855	-1.4	633	.	.	.	.	0%	.	.	.	.	.
COc1cccc(C(C(=O)NC(C)(C)C)N(CC(C)C)C(=O)CCC(=O)Nc2cc(C)on2)c1OC (stereo unspecified)	i	9	-8	15%	-0.6	1567	0.25	1432	-0.32	-0.34	-0.69	1.2	11%	1.9	2.7	3.9	i	-6
CCOC(=O)C1CCN(c2c(NCc3ccc(C(=O)NCCOC)cc3)c(=O)c2=O)CC1	i	-8	14	1%	-3.8	964	0.17	1751	0.5	-0.17	0.51	-0.57	-4%	5.5	3.3	11	i	5
O=c1c2ccccc2[nH]c(=S)n1-c1cccc(S(=O)(=O)N2CCCC2)c1	i	-12	15	11%	0.4	1104	0.03	1420	0.12	-0.16	-0.055	0.076	15%	3.9	3.1	4.7	i	11
CCC(CC)C(=O)N1CCN(Cc2ccc3c(c2)OCO3)CC1	i	2	-10	-1%	-1.7	1187	.	.	-0.2	-0.29	-0.21	0.45	-3%	3.1	1.8	6.9	i	1
O=C(CSc1ncnc2c1oc1ccccc12)Nc1cccc(Cl)c1	i	10	13	2%	-0.4	1164	1.1	1173	-0.68	-0.28	-0.028	0.68	6%	4.3	1.6	0.6	i	8
CC(C)CC(=O)NC(=S)Nc1ccc(S(=O)(=O)Nc2nccs2)cc1	i	-11	-25	9%	2.1	960	-0.08	1269	-0.25	-0.32	-0.59	0.57	6%	2.8	3.0	6.4	+	2.5*
COCC(=O)N/N=C/c1ccc(Sc2nc3ccccc3s2)o1	i	-2	8	-1%	12	1259	0.27	1511	-0.33	-0.19	0.25	-0.36	1%	3.1	1.7	6.1	i	-28
Cc1ccc(C(=O)O/N=C(\N)Cc2ccc([N+](=O)[O-])cc2)c(Cl)c1	i	.	.	.	0.6	1304	-0.22	1124	0.55	-0.25	0.59	0.14	.	.	.	.	.	.
COc1ccc(C(=O)NC(=S)NC(C)(C)C)cc1Br	i	32	21	25%	0.3	1381	-0.5	1538	-1	-0.23	-0.91	1.2	16%	0.8	1.0	9.4	i	6
Continued:
SMILES	Yfh1-depleted yeast	WT yeast gro inh	WT yeast gro inh mutant strain	PMI inhibitors	bCat nuc transl	bCat nuc transl cell count 5 µM	Ins promoter up	Ins promoter up cell count	Dynein transport	Dynein transport cytoplasmic EGFP	Dynein transport nuclear GR-EGFP	Dynein transport cell count	human PMI inhibitors	MT stabilize HCS	MT stabilize HCS Hoechst-high %	MT stabilize HCS cytotoxicity %	Autophagy HCS	Autophagy HCS cell loss 18 h
CN1CCCC(C(=O)C(C#N)c2ccccc2)C1 (stereo unspecified)	.	5	3	2%	-1.6	1131	-0.29	1185	-0.72	-0.2	-0.13	0.32	1%	4.8	4.2	7.6	i	5
Cc1onc(-c2ccccc2)c1C(=O)N(Cc1ccco1)Cc1cccs1	i	35	6	-5%	0.6	957	-0.79	1611	-0.61	-0.38	-0.16	2.6	-1%	1.7	0.8	2.5	i	-6
CCOC(=O)CC1COc2ccccc2N1C(=O)c1ccc(F)cc1 (stereo unspecified)	i	-8	22	7%	-2.2	1095	0.34	1291	-0.29	-0.33	0.0052	0.26	17%	2.2	2.0	7.1	i	5
CC(C)c1ccc(Nc2nnc(SC3CCOC3=O)s2)cc1 (stereo unspecified)	i	-6	-3	4%	0.2	967	0.09	1420	-0.32	-0.27	-0.016	0.81	5%	4.5	3.5	6.9	i	17
CC(=O)Nc1ccc(OCC(=O)NC(C)C(C)C)cc1 (stereo unspecified)	i	-15	3	-1%	.	.	-0.14	1013	0.5	-0.23	0.33	-0.041	-2%	3.7	2.0	5.8	i	-3
Cc1c(NC(=O)CN2C(=O)c3ccccc3C2=O)c(=O)n(-c2ccccc2)n1C	i	7	13	9%	-0.1	1446	0.69	1335	1.1	0.28	0.8	-0.52	10%	4.3	1.8	1.1	i	-43
Cc1cccc(C(C)C)c1NC(=O)c1cccnc1	i	-9	-1	8%	-0.7	1064	-0.38	1372	-1.1	-0.27	-0.56	1.1	8%	3.7	1.8	6.0	i	3
O=C1/C(=C\c2ccco2)SC(=S)N1C1CCS(=O)(=O)C1 (stereo unspecified)	i	.	.	.	-1.7	1066	-0.03	1511	-0.76	-0.042	-0.73	-0.068	.	.	.	.	.	.
Cc1c(NC(=O)C(C)OC(=O)CNC(=O)c2ccc(C(C)(C)C)cc2)c(=O)n(-c2ccccc2)n1C (stereo unspecified)	i	-9	14	10%	-2.8	1096	0.41	1891	0.54	-0.2	0.55	1.3	13%	2.7	1.7	11	i	-5
CC(=O)Nc1ccc(C(=O)OCC(=O)/C(C#N)=C(\C)N)cc1	i	-11	-6	-8%	1.6	1017	0.52	1098	-0.54	0.71	-0.14	0.67	-2%	5.6	1.4	11	i	6
COc1ccc(Nc2ccncc2[N+](=O)[O-])cc1	i	4	17	1%	-0.9	1140	-0.33	1309	0.16	-0.29	-0.082	0.79	-2%	1.6	1.2	1.1	i	11
O=C(CSc1ccccn1)N1CCN(c2cccc(Cl)c2)CC1	i	21	9	-2%	1.1	1007	-0.04	746	-0.77	-0.11	-0.5	0.49	-19%	1.3	1.1	7.3	i	-1
O=C1c2[nH]nc(-c3ccccc3O)c2C(c2ccc(F)cc2)N1CC1CCCO1 (stereo unspecified)	i	-1	-8	7%	-3.6	1266	-0.41	1315	-0.27	-0.13	-0.37	0.94	0%	4.1	1.8	4.7	i	3
COc1ccc(CN2CCN(C(=O)C3CCC(CNS(=O)(=O)c4ccccc4)CC3)CC2)c(OC)c1OC (stereo unspecified)	i	4	2	5%	-4.0	1063	-0.33	1422	2.2	-0.036	1.2	-1.3	-2%	2.5	1.5	3.8	i	6
